Assay outcomes: PubChem BioAssay, several laboratories
PDI turbidity – PDI (human) enzyme inhibition; P07237; PDI insulin aggregation turbidity, A650, 90 min; inhibition, % at 10 µM; 350,000 tested, 0.052% active;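 active = mean inhibition across replicates of 30% or more, whatever share of single replicates reach that level; inconclusive = mean inhibition below 30% while every single replicate reaches 30%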;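 also: absorbance from insulin aggregation driven by PDI reduction with DTT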
Target sequence (P07237 whole entry, looked up): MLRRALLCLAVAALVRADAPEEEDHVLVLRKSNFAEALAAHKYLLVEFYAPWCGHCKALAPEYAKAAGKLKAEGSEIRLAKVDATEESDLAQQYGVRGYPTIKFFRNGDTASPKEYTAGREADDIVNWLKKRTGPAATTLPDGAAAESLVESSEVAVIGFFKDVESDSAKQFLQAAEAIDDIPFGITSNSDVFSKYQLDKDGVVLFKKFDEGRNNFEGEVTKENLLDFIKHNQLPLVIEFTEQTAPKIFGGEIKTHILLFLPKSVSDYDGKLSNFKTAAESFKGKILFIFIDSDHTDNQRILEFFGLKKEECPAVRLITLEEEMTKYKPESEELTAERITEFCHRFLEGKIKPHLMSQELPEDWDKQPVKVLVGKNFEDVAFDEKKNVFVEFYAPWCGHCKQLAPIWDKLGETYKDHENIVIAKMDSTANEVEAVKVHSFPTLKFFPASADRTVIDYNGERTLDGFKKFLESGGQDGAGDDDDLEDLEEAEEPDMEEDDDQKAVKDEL
Cardio protect – modulators protecting cardiomyocytes from myocardial damage | protection from H2O2 cell death, % at 20 µM | 360,000 tested, 0.63% active | H9c2 cardiomyocytes, H2O2 injury protection, ATPLite, 2 h;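 active = compounds giving at least 50% protection of heart cells from peroxide-induced death in the single-dose screen, raw or plate-pattern-corrected value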;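 also: 0% = DMSO wells with peroxide and 100% = DMSO wells without peroxide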
CaV13 ICDI inh – Primary screen for inhibitors of IQ motif and Ca2+-dependent inactivation inhibitor domain binding in CACNA1D, Förster resonance energy transfer in living cells, …. AID 743397. HEK cells, CFP/YFP FRET ICDI-IQ, plate reader, 10 min; percent FRET-ratio fall versus neutral wells. inhibition, % at 12.3 µM. 340,000 tested, 0.098% active;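 active = mean replicate inhibition of at least 30% and at least 1% of replicates passing that level; inconclusive = only one of the two criteria is met; inactive = neither criterion is met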;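 also: 0% = median of the neutral control wells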
HTR2A ag – activates the mouse 5-HT2A serotonin receptor; activation, % at 7.6 µM; CHO-K1 mHTR2A beta-arrestin complementation, luminescence; percent of 30 µM serotonin response; AID 624169; 360,000 tested, 0.66% active;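 active = activation above a run cutoff, the mean activation of all tested compounds plus 3 SD, cut at about 14% in these data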;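 also: 0% = plate median of compound wells and 100% = 30 µM serotonin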
Target sequence (P35363 whole entry, looked up): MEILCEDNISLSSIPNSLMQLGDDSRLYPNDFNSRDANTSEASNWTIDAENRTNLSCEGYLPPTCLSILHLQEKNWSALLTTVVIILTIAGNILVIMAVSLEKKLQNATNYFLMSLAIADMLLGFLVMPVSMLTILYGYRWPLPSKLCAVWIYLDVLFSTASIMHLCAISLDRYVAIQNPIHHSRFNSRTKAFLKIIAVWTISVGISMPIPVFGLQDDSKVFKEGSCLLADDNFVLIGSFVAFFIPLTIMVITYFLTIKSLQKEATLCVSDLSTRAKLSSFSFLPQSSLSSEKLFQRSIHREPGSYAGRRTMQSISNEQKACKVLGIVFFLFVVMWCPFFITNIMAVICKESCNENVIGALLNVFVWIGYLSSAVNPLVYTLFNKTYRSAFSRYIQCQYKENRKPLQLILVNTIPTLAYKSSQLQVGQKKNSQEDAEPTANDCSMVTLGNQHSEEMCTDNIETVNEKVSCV
Vif imaging – blocks HIV Vif function | HEK293T cells, Vif self-association by quenched fluorescence, imaging, 24 h | inhibition, % at 7.49 µM | 340,000 tested, 0.35% active; in the data active = inhibition above about 50%, passing the limit was not always enough; inconclusive = no clear call, values can overlap the other calls; inactive = below about 31%; also: some results filed as inactive read as strong as hits
N-glyco inh – N-linked glycosylation inhibition. D54 ERlucT glycosylation luciferase reporter, 24 h; percent of 100 nM tunicamycin response. reporter increase, % at 12.5 µM. 360,000 tested, 0.23% active;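 active = mean luciferase reporter signal, scaled so untreated is 0 and the glycosylation-blocking control 100, at or above a set limit in every replicate; inconclusive = mean reaches the limit but not every replicate does; inactive = mean below the limit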;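 also: luciferase carries N-glycosylation sites so blocking glycosylation raises the light; 0% = median of neutral control wells and 100% = median of 100 nM tunicamycin wells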
MC4R antag cAMP – blocks human MC4R cAMP signaling | inhibition, % at 6.5 µM | 360,000 tested, 0.48% active | MC4R-expressing cells, MTII-stimulated cAMP, LANCE TR-FRET;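 active = inhibition above its plate's cutoff, the mean of tested wells on that plate plus 3 SD, cut at about 29% in these data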;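 also: 0% = Melanotan II alone and 100% = Melanotan II plus saturating MCL0020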
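Test system: U2OS cells stably expressing human melanocortin 4 receptor (MC4R); also added: Melanotan II challenge; compound: 6.5 µM single dose; timing: 30-min compound preincubation, 1-h Melanotan II challenge, 1-h detection, room temperature; signal: Eu-cAMP/anti-cAMP TR-FRET, emission 671 nm; repeats: one well per compound, no replicates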
aDG glyco up – increases alpha dystroglycan glycosylation; Pro5-aDG cells, alpha-DG glycosylation AlphaScreen (IIH6); 0% Pro5, 100% B10-LARGE cell signal; activation, % at 10 µM; 360,000 tested, 0.22% active;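 active = activation of at least 8% versus controls, or a plate z-score of at least 8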;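 also: Pro5 are CHO cells carrying HIG-tagged alpha-DG that lacks glycosylation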
ABCB6 inh 2 – blocks the human ABCB6 transporter; Q9NP58; 360,000 tested, 0.19% active; fluorescence ratio to DMSO, % at 10 µM; K562-ABCB6 porphyrin accumulation, flow cytometry, 1 h; stronger effect = lower value;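 active = fluorescence ratio to DMSO below 75%, the collection mean minus 3 SD; inconclusive = too few cells collected in the well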;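 also: signal is porphyrin accumulated inside mitochondria; 100% equals median channel fluorescence of DMSO control wells; lower ratio means ABCB6 inhibition with less porphyrin fluorescence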
MC4R barr agon – activates human MC4R beta-arrestin recruitment; P32245; U2OS MC4R beta-arrestin complementation, luminescence; percent of melanotan II response, DMSO zero; activation, % at 8.9 µM; 360,000 tested, 0.98% active;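 active = activation above a per-plate cutoff, the mean activation of sample wells on that plate plus 3 SD, cut at about 8% in these data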
An asterisk follows results filed as active; ? = inconclusive; · = no result given.

SMILES | PDI turbidity | Cardio protect | CaV13 ICDI inh | HTR2A ag | Vif imaging | N-glyco inh | MC4R antag cAMP | aDG glyco up | ABCB6 inh 2 | MC4R barr agon
CCc1cccc2c(C(=O)COC(=O)c3c(C)noc3C)c[nH]c12 | 3 | -5 | -8 | 11 | 4 | 1 | 10 | 0.3 | 99 | -1.8
C/C(=C\CCC1(C)C2CC3C(C2)C31C)C(=O)O (stereo not drawn) | · | 0 | · | -2 | 0 | 0 | 4 | 0.3 | 100 | 0.6
CN(C1CCCCC1)S(=O)(=O)c1ccccc1 | -20 | -8 | -8 | 1 | 8 | 0 | -1 | -0.4 | 99 | -0.5
Cc1nc(NC(=O)CN2CCCCC2)sc1C(=O)N(C)C | -8 | -1 | -5 | -2 | 4 | 1 | 3 | -0.2 | 96 | 0.0
CCOc1ccc(C(c2nnnn2Cc2ccccc2)N2CCN(C(=O)c3ccco3)CC2)cc1 (stereo not drawn) | 2 | 10 | -3 | -1 | 1 | -3 | 2 | 0.0 | 92 | -2.8
O=C(CN1CCOCC1)Nc1ccc(NC(=O)CN2CCOCC2)c(Cl)c1 | 3 | 12 | -4 | -6 | -4 | 2 | -2 | 2.7 | 104 | 1.2
Cc1ccc(CNC(=O)[C@H](C)NC(=O)C2CCN(C(=O)[C@@H]3CCCN3C(=O)OC(C)(C)C)CC2)cc1 | · | -1 | · | 1 | -11 | 0 | 22 | 0.0 | 100 | 2.1
CCC12CSc3nc(Cl)ccc3N1C(=O)C(=O)N2C (stereo not drawn) | -6 | -6 | -20 | -2 | 0 | 0 | 9 | 0.2 | 99 | -0.4
COc1cc(OC)cc(C(=O)NCC(=O)OCC(=O)Nc2ccc(C)c(S(=O)(=O)N3CCOCC3)c2)c1 | -3 | 2 | -6 | 2 | 3 | 0 | 8 | 5.2 | 98 | 0.0
CCCC(=O)Nc1c2c(nn1-c1ccc(F)cc1)CS(=O)(=O)C2 | 17 | -3 | -1 | 5 | -4 | 2 | -1 | -0.2 | 92 | 0.3
O=C(Nc1nccs1)C1CC=CCC1C(=O)OCC(F)(F)C(F)F (stereo not drawn) | -25 | 5 | -3 | 1 | 12 | -2 | 10 | 0.1 | 91 | -2.4
CCCCCCCCN1C(=O)[C@H](CC(=O)NCc2cccc(C(F)(F)F)c2)C[C@@]2(C(=O)OC)CCCCC=C12 | · | · | -2 | -4 | · | · | · | -0.3 | 92 | ·
O=C(CSc1nc(-c2cccs2)cc(C(F)(F)F)n1)NCc1ccco1 | 6 | 5 | -9 | -3 | -1 | -3 | 14 | -0.1 | 98 | -1.7
Cc1ccc(NC(=O)C(C)Sc2nnc(C)n2C)cc1 (stereo not drawn) | 4 | -1 | -4 | -1 | 4 | 3 | 10 | -0.1 | 101 | -1.2
COc1cccc(/C=N/Nc2ccc(S(=O)(=O)O)cc2)c1O | -3 | -3 | -9 | 2 | 16 | 2 | 1 | -0.1 | 104 | -0.6
CCCCn1c(SCC(=O)Nc2nnc(C)s2)nc2c1c(=O)n(C)c(=O)n2C | 2 | -4 | -10 | 0 | 27 | 3 | 8 | -0.1 | 89 | -1.4
Cc1ccc(OC(=O)c2ccc(N3CCOCC3)c([N+](=O)[O-])c2)cc1 | -5 | 1 | -6 | -4 | -1 | 1 | 3 | 0.0 | 96 | -2.9
O=C(c1ccc2nccnc2c1)N1CCN(c2cccc(C(F)(F)F)c2)CC1 | 3 | -1 | -2 | 2 | -8 | -2 | 9 | 0.0 | 95 | -0.9
CC(C)C(c1nnnn1C1CCCCC1)N1CCN(c2ncccn2)CC1 (stereo not drawn) | 10 | 6 | -3 | 8 | -1 | 0 | 5 | 0.1 | 93 | -0.1
O=C(Cc1ccc(NC(=O)C2CCN(C(=O)C3CCCC3)CC2)cc1)Nc1ccc(C(=O)N2CCOCC2)cc1 | -7 | 1 | -5 | -1 | -3 | 0 | 6 | 0.0 | 87 | -0.7

As a short view, part of the list above.
SMILES | PDI turbidity | Cardio protect | CaV13 ICDI inh | HTR2A ag | Vif imaging | N-glyco inh | MC4R antag cAMP | aDG glyco up | ABCB6 inh 2 | MC4R barr agon
CCC12CSc3nc(Cl)ccc3N1C(=O)C(=O)N2C (stereo not drawn) | -6 | -6 | -20 | -2 | 0 | 0 | 9 | 0.2 | 99 | -0.4
COc1cc(OC)cc(C(=O)NCC(=O)OCC(=O)Nc2ccc(C)c(S(=O)(=O)N3CCOCC3)c2)c1 | -3 | 2 | -6 | 2 | 3 | 0 | 8 | 5.2 | 98 | 0.0
CCCC(=O)Nc1c2c(nn1-c1ccc(F)cc1)CS(=O)(=O)C2 | 17 | -3 | -1 | 5 | -4 | 2 | -1 | -0.2 | 92 | 0.3
O=C(Nc1nccs1)C1CC=CCC1C(=O)OCC(F)(F)C(F)F (stereo not drawn) | -25 | 5 | -3 | 1 | 12 | -2 | 10 | 0.1 | 91 | -2.4
CCCCCCCCN1C(=O)[C@H](CC(=O)NCc2cccc(C(F)(F)F)c2)C[C@@]2(C(=O)OC)CCCCC=C12 | · | · | -2 | -4 | · | · | · | -0.3 | 92 | ·
O=C(CSc1nc(-c2cccs2)cc(C(F)(F)F)n1)NCc1ccco1 | 6 | 5 | -9 | -3 | -1 | -3 | 14 | -0.1 | 98 | -1.7
Cc1ccc(NC(=O)C(C)Sc2nnc(C)n2C)cc1 (stereo not drawn) | 4 | -1 | -4 | -1 | 4 | 3 | 10 | -0.1 | 101 | -1.2
COc1cccc(/C=N/Nc2ccc(S(=O)(=O)O)cc2)c1O | -3 | -3 | -9 | 2 | 16 | 2 | 1 | -0.1 | 104 | -0.6
CCCCn1c(SCC(=O)Nc2nnc(C)s2)nc2c1c(=O)n(C)c(=O)n2C | 2 | -4 | -10 | 0 | 27 | 3 | 8 | -0.1 | 89 | -1.4
Cc1ccc(OC(=O)c2ccc(N3CCOCC3)c([N+](=O)[O-])c2)cc1 | -5 | 1 | -6 | -4 | -1 | 1 | 3 | 0.0 | 96 | -2.9
O=C(c1ccc2nccnc2c1)N1CCN(c2cccc(C(F)(F)F)c2)CC1 | 3 | -1 | -2 | 2 | -8 | -2 | 9 | 0.0 | 95 | -0.9

Additional structures follow:
SMILES | PDI turbidity | Cardio protect | CaV13 ICDI inh | HTR2A ag | Vif imaging | N-glyco inh | MC4R antag cAMP | aDG glyco up | ABCB6 inh 2 | MC4R barr agon
CC(C)C(=O)NS(=O)(=O)c1ccc(N)cc1 | 9 | 0 | -7 | -2 | -4 | 3 | 2 | -0.2 | 102 | 2.5
CCOC(=O)CC(=O)N/N=C/c1c(N)n(C)c(=O)n(C)c1=O | 1 | -6 | 0 | 6 | -24 | 3 | 3 | 0.0 | 98 | -2.5
O=C(O)c1ccc(Cn2cnc3cccnc32)cc1 | 3 | 10 | -4 | 0 | -3 | 2 | 13 | -0.1 | 99 | -0.8
CC(C(=O)N1CCOCC1)N1C(=O)c2cccc3cccc(c23)C1=O (stereo not drawn) | 18 | 5 | -5 | 3 | 2 | 0 | 5 | 0.0 | 101 | -2.5
O=C(NC1CCCC1)C(c1ccccc1F)N(C(=O)Cc1cccs1)c1ccc2c(c1)OCCO2 (stereo not drawn) | -9 | 28 | -4 | -2 | -7 | -3 | 5 | -0.3 | 103 | 2.0
COc1c(C)cc(Br)cc1C(=O)NC(=S)NCc1ccco1 | -7 | -5 | -5 | 2 | -8 | -1 | 11 | 0.0 | 101 | 1.2
C/C(=N\Nc1ccc(S(N)(=O)=O)cc1[N+](=O)[O-])c1ccc2c(c1)OCO2 | -4 | -3 | -20 | 1 | -5 | 2 | 11 | 0.1 | 96 | 13*
CN(C)S(=O)(=O)c1ccc(C(=O)NCc2nnc(SCC(=O)N3CCCCCC3)o2)cc1 | -3 | -2 | -10 | 0 | 3 | 4 | 0 | -0.6 | 96 | -3.5
O=C(CCCC(=O)Nc1cccc(Br)c1)N/N=C/c1cc([N+](=O)[O-])ccc1O | -4 | 36 | -4 | -16 | 1 | 1 | 13 | 0.2 | 105 | -5.8
Cc1cc(NC(=O)CCC(=O)N(Cc2ccco2)C2(C(=O)NC3CCCCC3)CCN(C)CC2)no1 | 2 | 5 | -4 | 3 | 26 | 1 | 0 | -0.2 | 94 | 0.3
C/C(=N\NC(=O)c1nc2ccccn2c1C)c1ccco1 | -2 | 6 | -2 | 1 | 5 | -3 | -2 | -0.1 | 99 | -1.2
CC(=O)NC(=C(Cl)Cl)S(=O)(=O)c1ccccc1 | 6 | -8 | -3 | 4 | · | ? | -1 | 0.1 | 101 | 0.5
COc1ccc(Br)c2oc(SC)cc(=O)c12 | -2 | 14 | -6 | 4 | -3 | 1 | 2 | -0.2 | 100 | -0.9
COc1ccc(-n2c(=O)c3ccccc3c3ccccc3c2=O)c(OC)c1 | -3 | 11 | -6 | -1 | 6 | 0 | 4 | -0.2 | 98 | -0.5
CCCCn1nnnc1C(c1ccccc1)N1CCN(C(=O)c2ccco2)CC1 (stereo not drawn) | · | · | -7 | 4 | · | · | · | -0.1 | 91 | ·
CCC(=O)N1c2ccccc2[C@@H](N(C(C)=O)c2ccccc2)C[C@H]1C | -1 | 7 | 28 | 4 | 4 | 19 | 9 | -0.6 | 100 | 0.2
N#CC(C#N)=C1C=CC=CN1/C(=C\c1ccco1)C(=O)c1ccc(Br)cc1 | -11 | -17 | -3 | 5 | 4 | -12 | 28 | -0.4 | 92 | -3.8
O=C(CN(c1cccc(C(F)(F)F)c1)S(=O)(=O)c1ccccc1)N1CCOCC1 | -3 | 13 | -5 | 3 | · | 1 | 4 | 1.1 | 101 | -1.9
Cc1ccc(S(=O)(=O)N2C[C@@H]3[C@H]4CC[C@H](C4)[C@@H]3[C@@H](C)[C@@H]2C2CCCCC2=O)cc1 (stereo partly drawn) | -2 | -10 | -5 | -3 | -5 | -8 | 3 | 0.2 | 97 | 0.0
COc1cccc(C(=O)Nc2cccc(C(C)=O)c2)c1 | 11 | 2 | -5 | 2 | -15 | 5 | 4 | -0.2 | 100 | -1.8

A different layout for part of the listing above:
compound,PDI turbidity,Cardio protect,CaV13 ICDI inh,HTR2A ag,Vif imaging,N-glyco inh,MC4R antag cAMP,aDG glyco up,ABCB6 inh 2,MC4R barr agon
CCc1cccc2c(C(=O)COC(=O)c3c(C)noc3C)c[nH]c12,3,-5,-8,11,4,1,10,0.3,99,-1.8
COc1cccc(/C=N/Nc2ccc(S(=O)(=O)O)cc2)c1O,-3,-3,-9,2,16,2,1,-0.1,104,-0.6
